S3 lipid droplet: qHTS Assay for Lipid Storage Modulators in Drosophila S3 Cells | Drosophila S3 cells, BODIPY lipid droplet fluorescence, 18-24 h; cells fed with added oleic acid | lipid storage change, negative = inhibition, % at the top dose, mostly 46.1 µM; hits show Potency in µM | 0.64% of 320,000 active | AID 2685; active means well fitted inhibition curve with a large enough effect in the signal ratio, with a control signal flat, not every such curve was filed as active; inconclusive means small, poorly fitted or top-dose-only effect, or effect the other way, or a change in a side signal; the % refers to the signal ratio
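Drosophila S3 cells got compounds at several concentrations plus oleic acid (400 uM solution). Laser-scanning cytometry with 488 nm excitation read lipid droplets at 500-530 nm and cells at 575-640 nm. Percent activity was relative to 20 uM Triacsin C.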
S3 lipid droplet cell count max: further read-out of S3 lipid droplet, marked with its call; cell number change, %; measured here: cell count max response;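 cells counted by Cell Tracker Red CMTPX staining in the red channel; peak over a dose series mostly up to 46.1 µM; percent activity relative to internal control wells on each plate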
The depositor's hits bear a star; i = inactive; ? = inconclusive; . = no result given. On the % scale 0 is the no-effect control and ±100 the full control effect; potency means the concentration at half of the fitted maximal effect. An excerpt; the hit share may differ from the screen's.

Preview:
S3 lipid droplet cell count max	S3 lipid droplet	compound
-1	-28%	Cc1cccc(C(=O)Nc2nnc(S(=O)(=O)N3CCOCC3)s2)c1
5	13%	O=C(c1ccc2nc(-c3ccccc3)c(-c3ccccc3)nc2c1)N1CCCCC1
.	?	CCc1ccc(N2NC(=O)/C(=C/C=C/c3ccco3)C2=O)cc1

All compounds of this part, repeating the preview:
S3 lipid droplet cell count max	S3 lipid droplet	compound
-1	-28%	Cc1cccc(C(=O)Nc2nnc(S(=O)(=O)N3CCOCC3)s2)c1
5	13%	O=C(c1ccc2nc(-c3ccccc3)c(-c3ccccc3)nc2c1)N1CCCCC1
.	?	CCc1ccc(N2NC(=O)/C(=C/C=C/c3ccco3)C2=O)cc1
.	?	CN(CC(=O)Nc1cccc(F)c1)C(=O)c1ccc(OCC2CCCO2)cc1 (stereo unspecified)
.	?	O=C(CC(Nc1ccccc1)c1ccccc1)C1CC1 (stereo unspecified)
8	i	CCCCCCn1c(C)nc2c(c1=O)c1nc3ccccc3nc1n2/N=C/c1ccco1
20	i	COc1cc(C(C)=O)ccc1OCC(O)CN1CCN(c2ccc(C)c(C)c2)CC1 (stereo unspecified)
0	-1%	Cc1ccc(NC(=O)Cn2cnc3sc(C(=O)NCCN(C)C)c(C)c3c2=O)cc1Cl
-28	1%	Cc1ccccc1NC(=O)C1(C)Cc2ccccc2C(=O)O1 (stereo unspecified)
0	-3%	CC(C)NC(=O)N1CCN(c2ccncc2S(=O)(=O)N2CCOCC2)CC1

Continued:
S3 lipid droplet cell count max	S3 lipid droplet	compound
7	12%	Cc1nc(-c2ccc(S(=O)(=O)Oc3ccc(Cl)cc3Cl)s2)cs1
12	i	N#Cc1c(-c2ccco2)cc(-c2ccccn2)nc1N
-28	-12%	CCCCOc1ccc(C(=O)NNC(=O)C2C3C=CC(C3)C2C(=O)O)cc1 (stereo unspecified)
-15	i	CC(=O)Nc1nc(C)nc(-c2ccccc2OC(C)=O)n1
-25	19%	CN(C(=O)COC(=O)/C=C/c1ccc(F)cc1)c1c(N)n(Cc2ccccc2)c(=O)[nH]c1=O
-5	-6%	Cc1ccc2c(c1)C=CC(C)(C)S2=O (stereo unspecified)
-3	11%	C=CCSc1nnc(NC(=O)CCN2C(=O)C3CC=CCC3C2=O)s1 (stereo unspecified)
1	-5%	CCO[C@H]1OC(C(=O)NC2CC2)=C[C@@H](c2csc3ccccc23)[C@@H]1CCCO
.	?	c1ccc(CSc2nnc3ccc(-c4ccncc4)nn23)nc1
4	1%	Cc1cccc(COCC(Cc2ccccc2)N2CCN(C(=O)c3cccc(Cl)c3)CCC2=O)c1 (stereo unspecified)

(list continues)
S3 lipid droplet cell count max	S3 lipid droplet	compound
.	?	CN(C)Cc1c(O)ccc2cc(-c3nc4ccccc4n3C)c(=O)oc12
.	?	O=C(O)/C=C/C(=O)Nc1ccc(F)cc1F
1	-21%	COC(=O)CSc1nc2ccccc2c(=O)n1Cc1ccccc1
.	?	COc1ccc(NC2=CC(=O)CC(c3ccccc3)C2)c(OC)c1 (stereo unspecified)
-9	-15%	CCCCCC(=O)Nc1ccc(-c2csc(C)n2)cc1
.	?	C#CCOC(=O)Nc1cccn(Cc2c(Cl)cccc2Cl)c1=O
.	?	CCCc1c(C(=O)N/N=C/c2cccc3ccccc23)nnn1-c1nonc1N
.	?	Cn1nnc2cc(C(=O)Nc3ccc(Cl)cc3)ccc21
0	2%	CCc1nc2n[nH]c(N)c2c2c1CSC(C)(C)C2
-7	-6%	Cc1c(NC(=O)c2ccc3c(c2)OCO3)cccc1-c1nc2ccccc2s1

Later entries.
S3 lipid droplet cell count max	S3 lipid droplet	compound
.	?	CN(Cc1cccnc1)Cc1cn(Cc2ccccc2)nc1-c1ccc2c(c1)OCO2
6	18%	O=[N+]([O-])CC1(n2nc3ccccc3n2)CCCCC1
.	?	Cc1c(C(=O)OCc2ccccc2)[nH]c2c1C(=O)CC(c1ccco1)C2 (stereo unspecified)
9	-16%	COCCNC(=S)N1CCN(C)CC1
-9	16%	CCOc1ccc(N2C(=O)CC(N(Cc3ccco3)C(C)=O)C2=O)cc1 (stereo unspecified)
.	?	Cc1ccc(S(=O)(=O)N(CC(O)CN2C(=O)NC(C)(C)C2=O)c2cccc([N+](=O)[O-])c2)cc1 (stereo unspecified)
-1	i	COc1ccc(NC(=O)N2CCCC2C(=O)Nc2ccccc2F)cc1 (stereo unspecified)
-7	-12%	O=C(COC(=O)c1ccc(NS(=O)(=O)c2cccs2)cc1O)NC1CCCCC1
6	-2%	CCOc1cc(NC(=O)Nc2ccccc2)c(OCC)cc1NC(=O)CC
.	?	CCCN(CC(=O)Nc1ccccc1C)C(=O)Cc1c(C)nc2ccccc2c1C

Next compounds
S3 lipid droplet cell count max	S3 lipid droplet	compound
-1	i	COc1cc(NC(=O)c2ccccc2)c(OC)cc1NC(C)=O
-9	13%	CCOC(=O)c1[nH]cnc1C(=O)Nc1ccccn1
.	?	Cc1cc(C(=O)CSc2ccccc2)cc(C)c1O
.	?	Cc1cccc(NC(=O)c2c(C)nn(-c3ccccc3)c2Cl)c1
.	?	Cc1cc(C)cc(NC(=O)C(=O)NCC2CCCN2S(=O)(=O)c2cccs2)c1 (stereo unspecified)
.	?	S=C(Nc1ccc2nc(-c3ccccn3)c(-c3ccccn3)nc2c1)N1CCCCCC1
3	13%	CN(C)c1nc(N(C)C)nc(N(C#N)CN2C(=O)c3ccccc3C2=O)n1
-9	1%	Cc1cc(C(=O)NC(=S)Nc2ccccc2N2CCCC2)ccc1[N+](=O)[O-]
.	?	O=C1CC(c2cccc(Cl)c2)C(n2cncn2)C(=O)C1C1NCCc2ccccc21 (stereo unspecified)
-21	1%	CCn1nc(C)c(/C=N/NC(=O)c2c[nH]c3ccccc23)c1C

Remaining list, next part
S3 lipid droplet cell count max	S3 lipid droplet	compound
0	11%	CCOc1ccc(-n2ccnc2SCC(=O)N2CCCc3ccccc32)cc1
.	?	COc1cc(/C=C2/N=C(C3CCCCC3)OC2=O)cc(OC)c1OC
-1	-21%	N#C/C(=C/c1ccc(F)cc1)C(N)=S
-15	18%	O=C(NC(=S)NCc1ccccc1)c1ccccc1F
-14	-8%	CCOC(=O)NCc1ccc(S(=O)(=O)Nc2ccc(C)cc2)cc1
3	5%	CCn1nc(C)c(CNCc2cn[nH]c2-c2cc3ccccc3o2)c1C
.	i	BrC(=C\c1ccccc1)/C=N/N1CCN(c2ccccn2)CC1
-8	5%	O=C(NCc1nnc2c(C(F)(F)F)cc(Cl)cn12)c1cccs1
.	?	COc1ccc(Cl)cc1C(=O)NNC(=O)c1cccc([N+](=O)[O-])c1
.	?	CC(=O)N/N=C/C1=CCC2CC1C2(C)C (stereo unspecified)

Next results:
S3 lipid droplet cell count max	S3 lipid droplet	compound
4	6%	O=C(Nc1ccc(F)cc1)C1CC(=O)N(Cc2ccco2)C1 (stereo unspecified)
.	?	COc1ccccc1N1CCN(Cc2cc3c(cc2O)OCO3)CC1
6	-7%	C#CCOCCOCCOCCNc1nc(N2CCOCC2)nc(N2CCN(C(=O)[C@H]([C@@H](C)O)n3cc(CCCCN)nn3)CC2)n1
.	?	COCCCNc1nc2c(c(=O)n(C)c(=O)n2C)n1Cc1cccc(OC)c1
.	?	CC(=O)Nc1c2c3c(cccc3n(C)c1=O)C(=O)c1ccccc1-2
.	?	COC(=O)c1c(NC(=O)/C=C/C(=O)O)sc(C)c1-c1ccc(C)cc1
1	-7%	OC1CCCN(Cc2cccc3ccccc23)C1 (stereo unspecified)
.	?	O=C(Nc1cccc(Cl)c1N1CCOCC1)c1cccnc1
.	?	Cc1cccc(-c2noc(CCC(=O)NCc3ccco3)n2)c1
.	?	Cc1cccc2c1-c1sc(C(=O)NCCCN3CCCC(C)C3)cc1CO2 (stereo unspecified)

Remaining list, next part:
S3 lipid droplet cell count max	S3 lipid droplet	compound
.	?	CC(CN1CCCCC1)OC(=O)c1ccc2c(c1)OCO2 (stereo unspecified)
-10	-6%	CC(c1ccccc1)n1cc(C(=O)NCc2ccccn2)nn1 (stereo unspecified)
.	?	Cc1ccc2nc(NCc3ccccc3)c(C=NCc3cccnc3)c(=O)n2c1
.	?	O=C(COC(=O)c1cccnc1Cl)c1ccc2c(c1)OCCO2
9	4%	COc1ccc(CCNCC(=O)Nc2ccc(C)c(S(=O)(=O)N(C)C)c2)cc1OC
.	?	O=C(COC(=O)c1cccc(F)c1)Nc1cccnc1Cl
-17	-21%	CCOc1ccccc1NC(=O)c1ccc2[nH]c(C)c(C)c2c1
0	5%	O=C(COC(=O)c1cccnc1Cl)c1ccccc1
.	?	COc1ccc(C(=O)NCC(=O)OCc2nc(N)nc(Nc3ccccc3C)n2)cc1
.	?	COc1ccc(CSCC(=O)N/N=C/c2ccccc2O)cc1

Continuation.
S3 lipid droplet cell count max	S3 lipid droplet	compound
.	?	CC(C)c1ccc(NC(=O)c2ccc3snnc3c2)cc1
.	?	CN1CCN(C(=S)NC(=O)c2ccc(C(C)(C)C)cc2)CC1
.	?	O=[N+]([O-])c1cnc2ccccn12
6	17%	CC(C)(C)NC(=O)/C=C/c1ccc(C(F)(F)F)cc1
.	?	Cc1cccc(OC(C)C(=O)Nc2ccccc2C(=O)N2CCCCC2)c1 (stereo unspecified)
.	?	Cc1ccc(CN(CC(O)COc2cccc3[nH]cc(C)c23)C(C)(C)C)cc1 (stereo unspecified)
.	i	CC(C)(C)c1ccc(C(=O)N2CCC(C(=O)NCc3ccncc3)CC2)cc1
.	?	CC(=O)OCP(C)(=O)COC(C)=O
.	?	Cc1ccc(NC(=O)c2cc([N+](=O)[O-])ccc2N2CCOCC2)cc1C
24	i	Cn1ccnc1CN1CCN(C(=O)c2cc(COc3ccc(F)c(F)c3)on2)CC1

(further entries)
S3 lipid droplet cell count max	S3 lipid droplet	compound
.	?	Cc1ccc(S(=O)(=O)N2CCN(C(=O)COC(=O)COc3ccccc3)CC2)cc1
8	-4%	CCCCn1c(N)c(N(CCOC)C(=O)CCNC(=O)c2ccccc2Cl)c(=O)[nH]c1=O
-7	-6%	Cc1cc(C)n(-c2cc(Cl)ccc2[N+](=O)[O-])n1
.	?	CS(=O)(=O)N1CCN(C(=O)c2ccncc2)CC1
-5	-13%	Cc1coc2c(C)c3oc(=O)c(CCC(=O)N4C[C@H]5C[C@@H](C4)c4cccc(=O)n4C5)c(C)c3cc12
.	?	Cc1ccc2cc(CCNC(=O)c3cccs3)c(=O)[nH]c2c1
-19	9%	COc1ccc(/C=N/NC(=O)COc2ccc(Cl)cc2Cl)cc1Cn1nc(C)cc1C
.	?	Cc1cccc(N(C(=O)CNC(=O)c2ccco2)C(C(=O)NCC2CCCO2)c2ccccc2)c1 (stereo unspecified)
-23	7%	Cc1ccc(Nc2nnc(SCc3ccccc3)s2)cc1
-7	-17%	CCN1CCN(C(=O)/C=C/c2ccc(OC)c(OC)c2)CC1

The list goes on:
S3 lipid droplet cell count max	S3 lipid droplet	compound
21	-2%	CCOC(=O)N1CCN(c2nc3ccccc3n3cnnc23)CC1
.	?	CCCCOc1ccc(NC2=NC3(CCCC3)N=C(N)N2)cc1
.	?	CCOC(=O)/C(=N\Nc1ccccc1)P(=O)(c1ccccc1)c1ccccc1
.	?	O=C(c1ccncc1)N1N=C(c2ccc(Cl)cc2)CC1c1ccccc1O (stereo unspecified)
.	?	Cn1c(CSc2nc3ccc(Br)cc3[nH]2)nc2ccccc21
.	?	CCn1c(=O)n(CC)c2cc(N3CCCC3)c(NC(=O)c3ccc(C)c([N+](=O)[O-])c3)cc21
-2	10%	CC1=C(C(=O)Nc2ccc(C)cc2)C(c2ccc(N(C)C)cc2)NC(=O)N1 (stereo unspecified)
.	?	CCN1C(=O)/C(=C\N2CCOCC2)SC1=S
.	?	O=C1CCCC(=NCc2ccco2)C1
-2	21%	Cc1nn(Cc2ccccc2)c(C)c1/C=N/NC(=O)c1cccnc1

Later entries
S3 lipid droplet cell count max	S3 lipid droplet	compound
.	?	CCS(=O)(=O)N1Cc2ccccc2CC1C(=O)N(C)Cc1ccc(OC)c(F)c1 (stereo unspecified)
.	?	COc1cc(COCC(O)CN2CCc3ccccc3C2)cc(OC)c1OC (stereo unspecified)
.	?	O=C(c1ccccc1)n1nnc2ccccc21
24	17%	Nc1nn(-c2ccccc2)c(N)c1N=Nc1ccccc1
.	i	Cc1ccc(C2=N/C(=C\c3cccc(F)c3)C(=O)O2)cc1
.	?	CCCC(C(=O)Nc1cccc(S(=O)(=O)N2CCCC2)c1)c1ccccc1 (stereo unspecified)
1	-7%	CCOc1ccc(Br)cc1S(=O)(=O)Nc1ccc(Cl)c(S(=O)(=O)N(C)C)c1
.	?	Cc1cccc(COc2ccc(/C=N/NC(=O)c3nnn(-c4nonc4N)c3CN3CCCCC3)cc2)c1
.	?	CCOc1cc(CNCCO)cc(Br)c1OCc1cccs1
.	?	CCC(Sc1nc(N)c(NC(=O)c2ccco2)c(=O)[nH]1)C(=O)O (stereo unspecified)

Compound profiles, from the list above:
Entry for O=C(c1ccccc1)n1nnc2ccccc21 → S3 lipid droplet cell count max = .; S3 lipid droplet = ?
Entry for COc1cc(COCC(O)CN2CCc3ccccc3C2)cc(OC)c1OC (stereo unspecified) → S3 lipid droplet cell count max = .; S3 lipid droplet = ?

5 entries from above, reformatted.
Order of values – S3 lipid droplet cell count max	S3 lipid droplet
- Cc1ccc(NC(=O)c2cc([N+](=O)[O-])ccc2N2CCOCC2)cc1C
 : .	?
- Cn1ccnc1CN1CCN(C(=O)c2cc(COc3ccc(F)c(F)c3)on2)CC1
 : 24	i
- Cc1ccc(S(=O)(=O)N2CCN(C(=O)COC(=O)COc3ccccc3)CC2)cc1
 : .	?
- CCCCn1c(N)c(N(CCOC)C(=O)CCNC(=O)c2ccccc2Cl)c(=O)[nH]c1=O
 : 8	-4%
- Cc1cc(C)n(-c2cc(Cl)ccc2[N+](=O)[O-])n1
 : -7	-6%
